TRb SRC2 PPI: TRbeta-SRC2 interaction inhibition; P10828; TRbeta-SRC2 peptide binding, fluorescence polarization; receptor liganded with 1 µM T3; Potency, µM (doses to about 106 µM), for the others: at the top dose activity change, negative = inhibition, most hits filed as inhibitors; hit rate 0.065% among 280,000; AID 1469;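 also: potency is read from the fitted curve at half-maximal effect; plate controls were bound peptide for no effect and peptide without receptor for full effect; nearly all actives have a fitted effect of over 50% in size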
Target sequence (P10828 whole entry, looked up): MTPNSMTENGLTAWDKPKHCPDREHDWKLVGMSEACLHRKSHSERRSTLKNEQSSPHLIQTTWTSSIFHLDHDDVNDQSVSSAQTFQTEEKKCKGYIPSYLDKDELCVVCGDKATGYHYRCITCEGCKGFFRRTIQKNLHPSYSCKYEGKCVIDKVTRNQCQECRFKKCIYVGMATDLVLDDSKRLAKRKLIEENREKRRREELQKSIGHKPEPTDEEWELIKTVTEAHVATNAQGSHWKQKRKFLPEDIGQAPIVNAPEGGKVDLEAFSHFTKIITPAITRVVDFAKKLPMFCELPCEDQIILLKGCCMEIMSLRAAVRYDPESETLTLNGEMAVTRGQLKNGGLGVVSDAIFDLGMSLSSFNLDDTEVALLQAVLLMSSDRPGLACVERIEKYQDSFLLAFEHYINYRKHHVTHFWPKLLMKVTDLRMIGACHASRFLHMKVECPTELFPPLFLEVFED
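Fluorescence polarization of 20 nM Texas Red SRC2 peptide with 0.6 uM human TRb ligand-binding domain, in Tris buffer with 1uM T3 and 5% DMSO. Incubated 5 hr ambient; normalized to unbound and bound controls.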
NPSR antagonist: neuropeptide S receptor (human) antagonism, cAMP. Q6W5P4. CHO-NPSR cells, cAMP TR-FRET, antagonist mode. Potency, µM (titrated, usually from 38.3 µM), inactives show at the highest dose activity change, negative = inhibition, actives largely listed as inhibitors. hit rate 1% among 220,000; also: potency is read from the fitted curve at half-maximal effect; % is scaled to controls: 0 for no effect and ±100 for the full control effect; nearly all actives have a fitted effect of over 50% in size; many of its hits are not listed in these tables
Target sequence (Q6W5P4 whole entry, looked up): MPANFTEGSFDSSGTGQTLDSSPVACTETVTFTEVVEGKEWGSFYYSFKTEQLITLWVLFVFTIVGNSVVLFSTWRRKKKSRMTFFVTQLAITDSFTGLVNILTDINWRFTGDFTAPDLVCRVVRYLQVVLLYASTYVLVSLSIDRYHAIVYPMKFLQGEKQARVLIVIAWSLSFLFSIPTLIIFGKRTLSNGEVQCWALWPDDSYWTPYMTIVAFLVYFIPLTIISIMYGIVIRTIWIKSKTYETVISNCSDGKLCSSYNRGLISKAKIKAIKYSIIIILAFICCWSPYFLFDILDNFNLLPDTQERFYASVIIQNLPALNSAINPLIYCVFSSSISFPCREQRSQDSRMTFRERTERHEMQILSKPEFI
TR SRC2 fluor cs: alters Texas Red total fluorescence, flagging assay interference; TRb/SRC2 Texas Red total fluorescence interference; Potency, µM (titrated, usually from 106 µM), without a hit: top-dose fluorescence change, negative = quenching; hit rate 0.29% among 280,000; AID 1479; active = well fitted curve in either direction with a large enough effect; inconclusive = small, poorly fitted or top-dose-only effect; also: potency is read from the fitted curve at half-maximal effect; % is scaled to controls: 0 for no effect and ±100 for the full control effect
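Human TRβ ligand-binding domain (0.6 uM) and Texas Red SRC2 peptide (20 nM) in Tris buffer with 1 uM T3 and 5% DMSO were incubated with pinned compound for 5 hr at ambient temperature. Total fluorescence was computed as S + 2P (555/632 nm).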
aGal spleen mod: alpha-galactosidase A (human) modulation | human spleen homogenate, 4MU-alpha-Gal fluorescence, 40 min | Potency, µM (top dose mostly 80 µM), without a hit: at the top dose activity change, negative = inhibition, most hits filed as inhibitors | hit rate 0.008% among 240,000;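 also: potency is read from the fitted curve at half-maximal effect; 0% = enzyme with vehicle and -100% = no enzyme basal signal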
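qHTS titration in buffer at pH 5.0. Alpha-galactosidase activity in spleen homogenate was measured via 4-methylumbelliferone release from 1 mM fluorogenic substrate after 40 min at 37C and a pH 10 stop. AC50 came from Hill fits of control-normalized data.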
CBFb RUNX1 block: inhibitors of human CBF-beta and RUNX1 interaction; Potency, µM (highest dose often 59.8 µM), for inactives: top-dose activity, negative = inhibition, hits mostly inhibitors; Q01196+Q13951; AlphaScreen CBFb-His/RUNX1-biotin binding, biochemical; AID 1477; 230,000 tested, under 10 active; also: % of control where 0% means no effect
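His-tagged CBF-beta and biotinylated RUNX1 (30 nM each) were premixed 20 min at room temperature, exposed to compound for 15 min, then given nickel-chelate and streptavidin AlphaScreen beads (50 ng each). After 90 min, AlphaScreen signal was read.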
Epigenetic derep: derepresses silenced GFP reporter in murine cells; murine LDR cells, GFP reporter derepression, 30 h; Potency, µM (titrated, usually from 53.9 µM), for the others: at the highest dose GFP activation, most hits filed as activators; hit rate 0.2% among 280,000; also: potency is read from the fitted curve at half-maximal effect; % of control where 0% means no effect; nearly all actives have a fitted effect of over 60% in size
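Derepression of a silenced CMV-GFP reporter in murine LDR cells is scored by enumerating GFP-positive cells with a laser-scanning microplate cytometer after 30 hours of treatment at 37 C.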
Tau FP inhib: blocks human tau fibril formation measured by polarization; P10636; hit rate 0.39% among 280,000; AID 1468; Potency, µM (doses to about 57.7 µM), inactives show at the top dose activity, negative = inhibition, usual class: inhibitors; K18 P301L tau heparin fibrillization, Alexa594 FP, 6 h; also: potency is read from the fitted curve at half-maximal effect; % is scaled to controls: 0 for no effect and ±100 for the full control effect; nearly all actives have a fitted effect of over 55% in size
Target sequence (P10636 561-689 P618L limits assumed): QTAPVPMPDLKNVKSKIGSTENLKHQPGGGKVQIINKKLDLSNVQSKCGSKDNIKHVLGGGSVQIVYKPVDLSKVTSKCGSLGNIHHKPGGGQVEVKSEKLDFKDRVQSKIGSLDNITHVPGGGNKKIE
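Quantitative HTS format: compounds meet 15 uM recombinant K18 P301L tau and Alexa 594-tau tracer in 100 mM sodium acetate pH 7; 20 uM heparin triggers fibrillization at 37 C over 6 hr; FP gives the signal.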
Tau fluor cs: counter-screen for tau fibril formation inhibitors; AID 1463; tau K18 P301L Alexa594 fluorescence, heparin fibrillization; hit rate 0.93% among 280,000; Potency, µM (doses to about 57.7 µM), without a hit: at the highest dose activity change, negative = decrease; also: potency is read from the fitted curve at half-maximal effect; % is scaled to controls: 0 for no effect and ±100 for the full control effect; nearly all actives have a fitted effect of over 55% in size
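Human tau K18 P301L (15 uM unlabeled, 0.24 uM Alexa 594-labeled) in 100 mM sodium acetate pH 7 with 20 uM heparin, 6 hr at 37 C. ThT 30 uM added, 1 hr ambient; Alexa 594 FP and total fluorescence read at 555/632 nm.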
Starred values were filed as active, the others as inactive; ? = inconclusive; · = not tested or not shown; [ ] = dose if it differs, or a comment. Unless noted, calls follow the shape of the dose curve; as a rule, active = well fitted curve in the direction sought with a large enough effect; inconclusive = small, poorly fitted or top-dose-only effect, or another doubt; inactive = no such curve, though single readings can be large; an effect the other way counts as inactive or inconclusive.

Keys: A = TRb SRC2 PPI; B = NPSR antagonist; C = TR SRC2 fluor cs; D = aGal spleen mod; E = CBFb RUNX1 block; F = Epigenetic derep; G = Tau FP inhib; H = Tau fluor cs
CN(C)S(=O)(=O)N(CC(=O)N1CCN(c2ccccc2F)CC1)c1ccccc1
  A: 4.1%; B: -3.3%; C: -1.3%; D: 5.8%; E: -1.1%; F: 10.1%; G: -1.5%; H: -4.1%

Cn1c(=O)c2c(n3c4ccccc4nc13)NC(=O)CC2c1cccc(F)c1 (stereo unspecified)
  A: 4.3%; B: ·; C: 0.1%; D: ·; E: ·; F: -1.6%; G: 3.2%; H: 0.1%

CCCn1c2ccccc2c2cnn(CC(=O)NCCCOC(C)C)c(=O)c21
  A: -3.7%; B: ·; C: 7.8%; D: ·; E: ·; F: 0.0%; G: -3.3%; H: -12.8%

Cc1ccc(-c2noc(COc3ccc4c(c3)OCO4)n2)cc1
  A: 10.1%; B: 0.8%; C: -1.0%; D: 1.2%; E: 1.8%; F: -1.0%; G: ?; H: -14.9%

CCOc1ccc(CCNC(=O)c2ccc(CNS(=O)(=O)c3ccccc3)cc2)cc1OCC
  A: 0.8%; B: 9.4%; C: -2.7%; D: -21.8%; E: -1.1%; F: 0.0%; G: -1.5%; H: 0.3%

CN(C)c1ccnc2sc(C(N)=O)c(N)c12
  A: -3.0%; B: -6.1%[46.1 µM]; C: -1.8%; D: -3.7%; E: 1.5%; F: 0.8%; G: -9.1%; H: -7.3%

O=C1CCCC(O)=C1N=Nc1ccc2c(c1)OCO2
  A: 6.8%; B: -26.5%; C: -21.5%; D: -2.1%; E: -16.0%; F: 0.0%; G: 2.6%; H: -14.6%

COc1ccc2c(c1)CC[C@@H]1[C@@H]2CC[C@]2(C)C(=O)CC[C@@H]12
  A: 4.9%; B: -11.6%; C: 1.0%; D: -7.8%; E: ?; F: -6.5%; G: 2.8%; H: -14.7%

Cc1ccc(-c2cc(C(=O)NCc3cnn(C)c3C)c3ccccc3n2)cc1C
  A: 2.5%; B: ·; C: 1.2%; D: ·; E: ·; F: 1.8%; G: -7.6%; H: -22.1%

CCc1cc(=O)oc2c3c(c(Cl)cc12)OCN(Cc1cccc(OC)c1)C3
  A: 0.6%; B: ·; C: ?; D: ·; E: ·; F: 13.5%; G: -3.6%; H: -23.5%

Cc1sc2ncnc(SCC(=O)c3ccc4c(c3)OCCO4)c2c1-c1ccccc1
  A: 9.7%; B: -4.2%; C: -5.2%; D: 7.4%; E: -5.8%; F: 0.0%; G: -15.5%; H: -18.8%

O=C(NCc1ccc(Cl)cc1)c1cc2ccccc2o1
  A: -9.9%; B: ·; C: -33.4%; D: ·; E: ·; F: -0.3%; G: -5.0%; H: -9.9%

COCCn1c(SCC(=O)Nc2cc(Cl)ccc2OC)nc2c([nH]c3ccccc32)c1=O
  A: 10.9%; B: ·; C: 3.8%; D: ·; E: ·; F: 2.8%; G: -6.7%; H: -17.0%

Cc1ccc(CNC(=O)C2CC(c3ccc([N+](=O)[O-])cc3)=NO2)cc1 (stereo unspecified)
  A: -6.0%; B: -3.8%[46.1 µM]; C: -2.6%; D: 0.0%; E: 0.2%; F: -1.1%; G: 13.6%; H: -18.7%

COc1ccc(-c2cc(C(F)(F)F)nc(NCCc3ccccc3)n2)cc1
  A: 5.7%; B: ·; C: -0.6%; D: ·; E: ·; F: 0.1%; G: ?; H: -25.8%

Fetched one by one from above (2):
Keys: A = TRb SRC2 PPI; B = NPSR antagonist; C = TR SRC2 fluor cs; D = aGal spleen mod; E = CBFb RUNX1 block; F = Epigenetic derep; G = Tau FP inhib; H = Tau fluor cs
Cc1sc2ncnc(SCC(=O)c3ccc4c(c3)OCCO4)c2c1-c1ccccc1
  A: 9.7%; B: -4.2%; C: -5.2%; D: 7.4%; E: -5.8%; F: 0.0%; G: -15.5%; H: -18.8%

Cc1ccc(-c2cc(C(=O)NCc3cnn(C)c3C)c3ccccc3n2)cc1C
  A: 2.5%; B: ·; C: 1.2%; D: ·; E: ·; F: 1.8%; G: -7.6%; H: -22.1%

Next section:
Keys: A = TRb SRC2 PPI; B = NPSR antagonist; C = TR SRC2 fluor cs; D = aGal spleen mod; E = CBFb RUNX1 block; F = Epigenetic derep; G = Tau FP inhib; H = Tau fluor cs
Fc1ccc(-c2nc3nc4ccccc4nc3n2Cc2ccco2)cc1
  A: 10.4%; B: -25.3%[7.67 µM]; C: -2.4%; D: 17.2%; E: 1.0%; F: -1.9%; G: -1.0%; H: -11.7%

O=C(N=Nc1c(O)n(Cc2ccccc2)c2ccccc12)c1ccncc1
  A: -0.7%; B: 59.5%; C: -13.6%; D: -7.4%; E: -0.1%; F: -2.0%; G: 0.5%; H: -11.1%

COc1ccccc1CNC(=O)C1CCCN(S(C)(=O)=O)C1 (stereo unspecified)
  A: -15.3%; B: -3.3%[46.1 µM]; C: 1.6%; D: -2.9%; E: -3.1%; F: -0.7%; G: 6.1%; H: 4.4%

CC(NC(=O)C(c1ccccc1)c1ccccc1)C(=O)N1CCCCC1 (stereo unspecified)
  A: 0.1%; B: -5.8%; C: -1.4%; D: -8.5%; E: 0.7%; F: -1.4%; G: 0.5%; H: -1.2%

CCOC(=O)c1sc(NC(=O)CSc2nc(O)c(Cc3ccccc3)c(=O)[nH]2)nc1C
  A: -7.1%; B: 3.0%; C: -3.8%; D: 6.1%; E: 0.8%; F: 8.6%; G: -9.7%; H: -20.3%

COc1ccc(OC)c(-n2c(O)cnc2Nc2nc(C)cc(C)n2)c1
  A: -3.4%; B: 1.8%[46.1 µM]; C: -3.3%; D: -1.9%; E: 2.8%; F: 1.4%; G: 3.0%; H: -8.7%

COc1ccc(NC(=O)C(c2ccccc2)N(C)C(=O)/C=C\c2ccc3c(c2)OCO3)cc1 (stereo unspecified)
  A: 8.7%; B: ·; C: 0.4%; D: ·; E: ·; F: -1.4%; G: -3.0%; H: -25.7%

O=C(CC1S/C(=N/N=C/C=C/c2ccccc2)NC1=O)Nc1ccc(Cl)c(Cl)c1 (stereo unspecified)
  A: 2.0%; B: -4.0%; C: 0.7%; D: 10.6%; E: 4.2%; F: 1.9%; G: ?; H: -29.1%

COc1ccc(C(=O)n2nc(-c3ccc(Cl)cc3)nc2NCc2ccco2)cc1
  A: -16.9%; B: ·; C: ?; D: ·; E: ·; F: 6.7%; G: ?; H: -23.2%

O=C(CSc1nc2ccccc2c(=O)n1-c1ccc(F)cc1F)Nc1ccc(N2CCOCC2)cc1
  A: 2.9%; B: -16.4%; C: -2.4%; D: 3.5%; E: -3.3%; F: 1.1%; G: 19.7%; H: ?

O=S(=O)(c1ccc(Cl)cc1)N1CCSC1c1ccco1 (stereo unspecified)
  A: -13.8%; B: -10.3%[46.1 µM]; C: -1.6%; D: 1.1%; E: 5.6%; F: -4.5%; G: -4.9%; H: -14.5%

Cn1c(CCC(=O)OCC(=O)NCC(F)(F)F)nc(=O)c2ccccc21
  A: -0.7%; B: -1.8%; C: 2.1%; D: 3.8%; E: -9.6%; F: -0.4%; G: -0.7%; H: 8.5%

COc1cc(SC)ccc1C(=O)N1CCN(c2ccc(O)cc2)CC1
  A: 0.6%; B: -6.6%; C: -1.3%; D: 4.7%; E: ?; F: -0.2%; G: -2.8%; H: -14.1%

CCN(CC)c1ccc(N=Cc2cc(Br)ccc2O)cc1
  A: 50.1µM*; B: -35.9%; C: 11.0%; D: 1.8%; E: -23.7%; F: 3.3%; G: ?; H: ?

O=C(COc1ccccc1F)N/N=C1\CCCc2ccccc21
  A: 8.8%; B: -7.0%[46.1 µM]; C: -4.2%; D: 1.2%; E: -3.3%; F: 1.0%; G: 7.9%; H: 4.3%

CCOC(=O)c1c(CSc2ccccc2)oc2ccc(O)cc12
  A: -1.2%; B: -48.8%; C: -2.7%; D: -1.0%; E: 14.1%; F: 0.0%; G: ?; H: ?

COc1cc(NC(=O)CSc2nc3ccccc3cc2C)c(C(=O)O)cc1OC
  A: -2.2%; B: -13.3%; C: 0.9%; D: 6.3%; E: -5.7%; F: 0.0%; G: 9.2%; H: 0.2%

C=CCn1c(COc2ccccc2F)nnc1SCC(=O)Nc1cc2oc3ccccc3c2cc1OC
  A: 0.6%; B: ?; C: -2.0%; D: -5.8%; E: -6.9%; F: 0.7%; G: -6.6%; H: -29.7%

CCOC(=O)c1cc(-c2ccc(OC)cc2)n(CCC(=O)Nc2cccc(C(C)=O)c2)c1C
  A: 0.9%; B: ·; C: -3.6%; D: ·; E: ·; F: -0.2%; G: -4.0%; H: ?

O=C(c1cccs1)N1CCN=C1SCc1cccc(F)c1
  A: 5.3%; B: 15.0%; C: 0.4%; D: 4.2%; E: 9.8%; F: 0.0%; G: -6.6%; H: -1.4%

CCN1C(=O)N[C@@H](c2ccccc2)[C@@H](C(=O)OC)[C@H]1C
  A: 3.5%[11.2 µM]; B: ·; C: -1.5%[11.2 µM]; D: 1.1%[17.5 µM]; E: 4.3%[13.1 µM]; F: ·; G: -3.2%[11.6 µM]; H: -3.9%[11.6 µM]

CC(C)(O)C#Cc1ccc(CN2CCN(C3CCCCC3)C(CCO)C2)s1 (stereo unspecified)
  A: -1.6%; B: -8.3%; C: 2.6%; D: -5.0%; E: 4.5%; F: 0.0%; G: 1.2%; H: 5.0%

O=S1(=O)C=CC(c2ccccc2)C1 (stereo unspecified)
  A: 3.9%; B: 14.8%; C: -3.1%; D: 5.8%; E: 8.7%; F: -1.4%; G: -10.9%; H: -1.5%

CN1CCC(=O)N(C(CSc2ccc(Br)cc2)Cc2ccccc2)CC1 (stereo unspecified)
  A: 6.4%; B: ·; C: -2.9%; D: -5.8%; E: 29.7%; F: ·; G: ·; H: ·

O=C(CSCSCC(=O)NCC1CCCO1)NCC1CCCO1 (stereo unspecified)
  A: -1.1%; B: -14.8%[46.1 µM]; C: -4.9%; D: -10.7%; E: -8.2%; F: -0.5%; G: -7.8%; H: 4.9%

O=C(c1ccc(Cl)c(S(=O)(=O)N2CCCC2)c1)N1CCN(c2ncccn2)CC1
  A: -6.6%; B: 11.0%; C: -4.3%; D: 2.0%; E: 0.3%; F: -0.3%; G: -6.5%; H: -4.5%

From PubChem

This is a subset; count on the stated rates, not on these rows.
